Screening results (PubChem)
GSK3A inh – inhibitors of human GSK-3 alpha kinase; P49840; ADP-Glo luminescence, 60 min; inhibition, % at 10 µM; 320,000 compounds, 0.1% hits;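 in the data active = inhibition above about 50%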;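 also: GST-tagged GSK-3 alpha with peptide substrate and 25 µM ATP; 0% = DMSO neutral wells and 100% = GW8510 positive control wells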
Target sequence (P49840 whole entry, looked up): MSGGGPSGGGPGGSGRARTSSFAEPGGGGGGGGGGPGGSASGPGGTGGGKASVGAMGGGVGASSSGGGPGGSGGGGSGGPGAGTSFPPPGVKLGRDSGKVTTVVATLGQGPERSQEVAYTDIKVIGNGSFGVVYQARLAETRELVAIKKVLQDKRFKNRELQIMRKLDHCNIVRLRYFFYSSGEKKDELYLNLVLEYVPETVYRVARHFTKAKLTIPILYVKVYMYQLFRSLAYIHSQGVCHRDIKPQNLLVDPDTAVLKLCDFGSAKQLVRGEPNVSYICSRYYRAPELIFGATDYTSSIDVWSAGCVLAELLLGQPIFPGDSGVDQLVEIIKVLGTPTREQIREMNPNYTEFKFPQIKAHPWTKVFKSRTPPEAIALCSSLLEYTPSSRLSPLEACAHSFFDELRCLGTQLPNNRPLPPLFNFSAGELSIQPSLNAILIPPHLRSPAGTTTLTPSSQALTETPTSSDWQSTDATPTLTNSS
Starred values were filed as active, the others as inactive. The list is partial, so the mix of outcomes need not match the whole.

Start of the data: the first 6 entries, to show the layout:
SMILES	GSK3A inh
COc1cc(OC)cc(C(=O)N[C@H](C(=O)Nc2c(C)n(C)n(-c3ccccc3)c2=O)C(C)C)c1	0.0
O=C(COC(=O)CNC(=O)c1ccccc1)NC1CCCCC1	-1.6
Cc1ccc(S(=O)(=O)Nc2ccc3nc(C)sc3c2)c(C)c1	-7.9
Cc1ccc(OCCC(=O)Nc2ccc3c(c2)OCCCO3)cc1	-2.3
O=C(COC(=O)/C=C/c1cccc(F)c1)NC(=O)NC1CCCC1	-4.7
NC(=O)c1nn(CC(=O)Nc2cccc(S(=O)(=O)N3CCCCCC3)c2)c(=O)c2ccccc12	0.7

The whole of this part (from the top)
SMILES	GSK3A inh
COc1cc(OC)cc(C(=O)N[C@H](C(=O)Nc2c(C)n(C)n(-c3ccccc3)c2=O)C(C)C)c1	0.0
O=C(COC(=O)CNC(=O)c1ccccc1)NC1CCCCC1	-1.6
Cc1ccc(S(=O)(=O)Nc2ccc3nc(C)sc3c2)c(C)c1	-7.9
Cc1ccc(OCCC(=O)Nc2ccc3c(c2)OCCCO3)cc1	-2.3
O=C(COC(=O)/C=C/c1cccc(F)c1)NC(=O)NC1CCCC1	-4.7
NC(=O)c1nn(CC(=O)Nc2cccc(S(=O)(=O)N3CCCCCC3)c2)c(=O)c2ccccc12	0.7
CCOC(=O)[C@@H]1[C@H]2COc3ccc(Br)cc3[C@H]2N2C(=O)N(c3ccc(Cl)cc3)C(=O)[C@]12C	3.6
NC(=O)C1CCN(C(=O)c2cc(-c3ccc(Cl)cc3)nc3ccccc23)CC1	-0.1
CN(CC(=O)Nc1cccc(C(F)(F)F)c1)C1=NS(=O)(=O)c2ccccc21	1.3
CCC(C)Sc1ccc([C@H]2N[C@@](C)(C(=O)OC)[C@H]3C(=O)N(CC)C(=O)[C@@H]23)cc1OC (stereo partly drawn)	1.4
CCN(C(=O)COC(=O)c1ccc2ccccc2c1)c1c(N)n(Cc2ccccc2)c(=O)[nH]c1=O	4.2
COc1ccc(NC(=O)c2ccc(S(=O)(=O)N3CC(C)OC(C)C3)cc2)cc1 (stereo not drawn)	1.1
CCN(C(=O)N(CC)c1ccccc1)c1ccccc1	-0.8
CCC(=O)NC(C)c1cc(Cl)c2ccccc2c1O (stereo not drawn)	-2.0
Cc1ccc(NC(=O)CSCC(=O)NNC(=O)c2nn(C)c(=O)c3ccccc23)cc1	-2.8
O=C(NC1CCCC1)c1cccc(S(=O)(=O)N2CCCC2)c1	-2.6
CCOC(=O)c1cc(-c2ccccc2C)nn1CC1CC(c2cccnc2)=NO1 (stereo not drawn)	-2.5
CCN(Cc1ccc2c(c1)OCO2)C(=O)CSc1nc(C)nc2sc(C)c(C)c12	-2.6
Cc1ccc(C)c(S(=O)(=O)NCCC(=O)N2CCCC(C(N)=O)C2)c1 (stereo not drawn)	-5.6
COc1ccc2oc(C(=O)N3CCN(S(=O)(=O)c4ccc(F)cc4)CC3)c(C)c2c1	-0.8
O=C(COC(=O)/C=C/c1cccc([N+](=O)[O-])c1)Nc1ccc(Cl)cn1	-4.7
CCOc1cc(N2CCOCC2)c(OCC)cc1NC(=O)c1nn(CC)c(=O)c2ccccc12	-3.0
O=C(c1cc(S(=O)(=O)N2CCOCC2)c(Cl)cc1Cl)N1CCN(S(=O)(=O)c2cccc(F)c2)CC1	-1.0
COc1ccc(NC(=O)c2ccc(Cl)nc2)cc1S(=O)(=O)N1CCOCC1	-3.5
C[C@H](CO)N1C[C@H](C)[C@@H](CN(C)S(C)(=O)=O)Oc2ccc(NC(=O)C3CCCCC3)cc2C1=O	-1.3
COc1ccc(OC)c(NC(=O)COC(=O)CCC2CCCC2)c1	6.2
O=Cc1ccc(C(=O)OCC(=O)NCc2ccco2)cc1	1.1
O=C(O)CCSSCCC(=O)O	-4.0
O=C(CN1C(=O)C(=O)N(Cc2ccco2)C1=O)Nc1ccccc1	-4.0
Cn1c(CC(=O)NNC(=O)c2ccccc2F)nc2ccccc21	-5.8
CC(=O)Nc1ccc(S(=O)(=O)NC(C)c2ccncc2)cc1 (stereo not drawn)	25.1
COc1ccc(OC)c(S(=O)(=O)N2CCN(C(=O)c3cc(C4CC4)nn3-c3ccccc3)CC2)c1	27.8
COc1cc(C(=O)COC(=O)c2cccs2)cc(OC)c1OC	8.8
O=C(O)c1ccc(CNCc2cc(Cl)ccc2O)cc1	1.2
CN(C(=O)c1ccc(NC(=O)Cc2cccc(NC(=O)C3CCCN(C(=O)C4CCCCC4)C3)c2)cc1)C1CCCC1 (stereo not drawn)	-3.9
CCC/C(C(=O)NCCO)=C1/c2ccccc2C(=O)N1c1ccccc1	-2.2
COCc1c(C(=O)NC2CCCCC2)sc2cccc(F)c12	-3.1
C[C@H](CO)N1C[C@H](C)[C@@H](CN(C)C(=O)Nc2ccccc2)Oc2c(NS(=O)(=O)c3cccs3)cccc2C1=O	-0.6
Cc1cccc(C2=NOC(=O)/C2=C\c2ccccc2F)c1	-6.4
CCCCCn1nc(C(=O)N(CC)c2c(N)n(CCCC)c(=O)[nH]c2=O)c2ccccc2c1=O	-0.2
COC(=O)[C@@]12CCCN1[C@H](c1ccc(-c3ccccc3)c(OC)c1)[C@H]1C(=O)N(C)C(=O)[C@H]12	-2.2
Cc1noc(C)c1C(=O)Nc1nc2ccc(F)cc2s1	6.6
CCOC(=O)[C@H]1[C@H]2COc3ccc(Cl)cc3[C@@H]2N2C(=O)c3cc(Cl)ccc3NC(=O)[C@@]12C	-1.2
Cc1nc(SCC(=O)Nc2ccc(S(=O)(=O)N3CCOCC3)cc2)c2c(C)c(C)sc2n1	-3.2
Nn1c(SCC(=O)NCC2CCCO2)nnc1-c1ccco1 (stereo not drawn)	-4.2
O=C(O)C1=CC[C@@H](c2ccc(Cl)cc2)N(S(=O)(=O)c2ccc(Cl)cc2)[C@H]1c1cccc(Cl)c1	-0.3
C[C@H](NC(=O)c1ccco1)C(=O)NCc1cccs1	-5.4
CC(Sc1nnnn1C)C(=O)Nc1ncc(Cl)cc1Cl (stereo not drawn)	2.9
CCc1ccc(C(=O)NNC(=O)[C@H](C)NC(=O)c2ccco2)cc1	-4.3
O=C(CCN1CCOCC1)c1ccc(N2CCCCC2)cc1	-2.7
O=C(COC(=O)c1ccc(CN2CCCC2=O)cc1)Nc1ccc(F)cc1	-1.0
CCS(=O)(=O)N1Cc2ccccc2CC1C(=O)N(C)CC(=O)Nc1ccc(OC)cc1 (stereo not drawn)	2.0
CN(CC(=O)Nc1cccc(F)c1)C(=O)c1ccc(OCc2cn3ccccc3n2)cc1	-2.3
COc1ccccc1NS(=O)(=O)c1cc(C(=O)N2CCCC2)ccc1C	-1.7
O=C(CN1CCOCC1)NNC(=O)c1ccc(Cl)cc1	-1.0
C=CCC[C@@H](Cc1ccc(F)cc1)C(=O)OC[C@@H]1CCCN1C(=O)[C@@H](CC=C)CC(=O)N[C@@H](CO)Cc1ccccc1	-6.1
CN(Cc1cccc(F)c1)C(=O)CN1CCN(S(=O)(=O)c2ccc3c(c2)OCCCO3)CC1	-2.6
Cc1cc(OCC(=O)NCC(c2ccc(F)cc2)N2CCOCC2)ccc1Cl (stereo not drawn)	-0.2
CCCC[C@H](CC(=O)c1ccccc1)[C@@H](OC(C)=O)C(=O)Oc1c(C(C)C)cccc1C(C)C	-0.7
CCC(OC(=O)C(CC(C)C)NC(=O)c1ccccc1)C(=O)Nc1nnc(C)s1 (stereo not drawn)	-3.4

More entries.
SMILES	GSK3A inh
CC(=O)c1cccc(OCC(=O)Nc2ccccc2N2CCOCC2)c1	2.2
O=C(NCCc1ccc(Cl)cc1)C1=CC=CN2CCS(=O)(=O)N=C12	-2.5
O=C(Nc1cccc(Cl)c1)c1ccccc1	0.0
O=C(N[C@H]1C/C=C\C[C@@H](CC(=O)N(CCO)Cc2ccccc2)C(=O)N2CCC[C@@H]2COC1=O)OCC1c2ccccc2-c2ccccc21	2.4
CCN(C(=O)C(C)OC(=O)c1nn(-c2ccccc2C(F)(F)F)cc1O)c1ccccc1 (stereo not drawn)	2.4
CC(=O)NS(=O)(=O)c1ccc(NC(=O)[C@@H]2CCCN2S(=O)(=O)c2ccc(Cl)cc2)cc1	-1.3
Cc1cc(C)n2nc(C(=O)OCC(=O)NCc3ccc(Cl)cc3)nc2n1	2.1
O=C(NC(=O)c1cc([N+](=O)[O-])ccc1Cl)C1=C(N2CCCC2)COC1=O	-1.0
Cc1ccc(S(=O)(=O)N2CCC(C(=O)OC(C)C(=O)NC3CCCCC3C)CC2)cc1 (stereo not drawn)	-2.4
CCn1nc(C(=O)NCCc2ccc3c(c2)OCCO3)c2ccccc2c1=O	0.7
O=C(NCCOc1ccccc1F)c1ccc2c(=O)n3c(nc2c1)CCC3	-1.3
O=C(Nc1ccc(Br)cc1Cl)c1ccc(OCC2CCCO2)cc1 (stereo not drawn)	1.9
Cc1ccc(C(=O)OCc2cc(=O)n3c(C)csc3n2)s1	2.3
CC(=O)Nc1ccc(C=NNc2ccc(S(=O)(=O)Nc3ccccc3C(=O)O)cc2[N+](=O)[O-])cc1	-6.9
CCN1CCCC(OC(=O)C(c2ccccc2)c2ccccc2)C1 (stereo not drawn)	-0.5
O=C(Nc1ccncc1)c1cc(S(=O)(=O)N2CCCC2)ccc1Cl	0.1
CCOc1ccccc1OCCCC(=O)Nc1cccc(S(=O)(=O)N2CCOCC2)c1	-6.5
C=CCn1c(SCC(=O)Nc2c(C)n(C)n(-c3ccccc3)c2=O)nnc1-c1cccnc1	6.8
OCC[C@H]1C[C@@H](O)[C@H](O)[C@]2(OCc3ccccc32)O1	-2.9
COc1cccc(/C=C/C(=O)OCC(=O)Nc2cccc(S(=O)(=O)NC3=NCCCCC3)c2)c1	-3.4
OCC[C@H]1C[C@@H](O)[C@H](O)[C@@]2(CCCc3ccccc3O2)O1	-3.6
C[C@H](CO)N1C[C@H](C)[C@@H](CN(C)C(=O)Nc2ccccc2)Oc2ccc(NC(=O)Nc3ccc4c(c3)OCO4)cc2C1=O	-5.2
COc1ccc(NC(=O)Cc2ccc(C)c(C)c2)cc1S(=O)(=O)N1CCCCC1	-2.9
COC(=O)C1OC(OC2CC[C@]3(C)C(CC[C@@]4(C)[C@@H]3CC=C3[C@@H]5CC(C)(C)CC[C@]5(C(=O)OC5OC(CO)C(O)C(O)C5O)CC[C@]34C)C2(C)C)C(O)C(O)C1O[C@H]1OCC(O)C(O)C1O (stereo partly drawn)	-1.4
O=C(CNC(=O)c1ccccc1F)NCCN1C(=O)S/C(=C\c2ccc3c(c2)OCO3)C1=O	-3.5
COc1ccc(/C=C/C(=O)NNC(=O)c2ccncc2)c(OC)c1	-1.0
COc1cccc(C(=O)NCCN2CCN(c3ccc(Cl)cc3)CC2)c1	-2.6
CCOc1ccc(NC(=O)CN(C)C(=O)C(C)N2C(=O)c3ccccc3C2=O)cc1OCC (stereo not drawn)	4.8
COc1ccc(CNC(=O)COC(=O)c2ccc(S(=O)(=O)NCc3ccco3)cc2)cc1	0.6
C[C@@H]1CN([C@H](C)CO)C(=O)c2cc(NC(=O)c3ccncc3)ccc2O[C@@H]1CN(C)C(=O)Nc1ccccc1	3.1
CC1CCCCC12NC(=O)N(CC(=O)NCc1ccco1)C2=O (stereo not drawn)	-3.9
COc1ccc(NC(=O)CN(C)CC(=O)c2[nH]c(C)c(C(C)=O)c2C)cc1	-5.2
Cc1ccc(C(=O)NCC(=O)N(C)CC(=O)Nc2ccccc2Br)s1	-2.2
Cc1cc(C)nc(SCC(=O)NC(=O)c2ccccc2O)n1	8.6
O=C(NCCOc1ccc(Cl)cc1)c1cccc(S(=O)(=O)N2CCCC2)c1	-0.2
CNC(C)C(=O)NC(C(=O)N1CCCC1C(=O)NNc1ccccc1)C(C)C (stereo not drawn)	-0.6
CCN(CC)c1ccc(C=Nc2cccc(S(=O)(=O)N3CCOCC3)c2)c(O)c1	-1.3
Cc1cc(C)n2nc(SCC(=O)N3CCN(c4ccccc4)CC3)nc2n1	2.2
COC(=O)c1cc(C(=O)OCC(=O)N2CCCCC2)cc([N+](=O)[O-])c1	1.8
O=C(Nc1ccc(Cl)cc1)C1CCCN(C2=NS(=O)(=O)c3ccccc32)C1 (stereo not drawn)	-5.4
COc1ccc(CNC(=O)CC2C[C@H](C(=O)N3CCOCC3)[C@@]3(CCC4CCCC4)c4[nH]c5ccccc5c4CCN3C2=O)cc1OC (stereo partly drawn)	-0.9
COCCOc1ccc(C(F)(F)F)cc1NC(=O)COC(=O)c1ccc(N2CCCC2=O)cc1	-0.7
CC(C)(C)OC(=O)NCCCCCNC(=O)c1nc[nH]c1C(=O)NCc1ccc(CNC(=O)OC(C)(C)C)cc1	-0.5
Cc1csc(NC(=O)COc2ccc3c(c2)CCC3)n1	0.7
CN(CC(=O)N1CCN(Cc2ccccc2)CC1)C(=O)Cc1ccc(Cl)c(Cl)c1	-2.4
CCOC(=O)c1cc(-c2ccccc2C)nn1Cc1cc(C)no1	0.5
Cn1c(N)c(C(=O)CSc2nnc(-c3c[nH]c4ccccc34)n2C2CC2)c(=O)[nH]c1=O	-2.8
COc1ccc(-c2nnc(SCC(=O)N(C)C3CCS(=O)(=O)C3)n2C(C)C)cc1 (stereo not drawn)	-0.8
Cc1nc(SCC(=O)Nc2ccc(CN3CCCC3)cc2)c2c(C)c(C)sc2n1	-1.0
CCCn1c(SC(C)C(=O)NC2CC2)nnc1-c1ccncc1 (stereo not drawn)	-4.2
COc1cc(OC)cc(-c2c(-c3ccsc3)c3cc(Br)ccc3n2C)c1	0.1
COC(=O)[C@]1(Cc2ccccc2)N[C@H](CN(C)C(=O)Nc2ccc(F)cc2)[C@@H]2C(=O)N(C)C(=O)[C@@H]21	-1.8
CCOC(=O)/C=C/[C@H]1CCc2cccc(Cl)c2O1	-1.1
Cc1c(C(=O)OCC(=O)NCc2ccco2)oc2ccccc12	-5.0
COc1ccc(CCNC(=O)COC(=O)C2COc3ccccc3O2)cc1 (stereo not drawn)	0.2
CC(C)C(NC(=O)c1c(F)cccc1F)C(=O)NCc1ccc(S(=O)(=O)N2CCOCC2)cc1 (stereo not drawn)	0.4

Sorted by number of heavy atoms (descending): part of the list above
SMILES	GSK3A inh
CC(=O)NS(=O)(=O)c1ccc(NC(=O)[C@@H]2CCCN2S(=O)(=O)c2ccc(Cl)cc2)cc1	-1.3
CCOC(=O)/C=C/[C@H]1CCc2cccc(Cl)c2O1	-1.1
O=C(O)CCSSCCC(=O)O	-4.0
